# Assay outcomes from PubChem BioAssay.
# 12-LOX inh: blocks human arachidonate 12S-lipoxygenase | AID 1671190 | P18054 | 580,000 tested, 1.1% active | purified 12hLO, xylenol orange hydroperoxide absorbance | Potency, µM (doses to about 108 µM), inactives show top-dose activity change, negative = inhibition, most hits filed as inhibitors; active = well fitted inhibition curve with a large enough effect; inconclusive = small, poorly fitted or top-dose-only effect, or another doubt; inactive = no such curve, though single readings can be large or run the other way
# Target sequence (P18054 whole entry, looked up): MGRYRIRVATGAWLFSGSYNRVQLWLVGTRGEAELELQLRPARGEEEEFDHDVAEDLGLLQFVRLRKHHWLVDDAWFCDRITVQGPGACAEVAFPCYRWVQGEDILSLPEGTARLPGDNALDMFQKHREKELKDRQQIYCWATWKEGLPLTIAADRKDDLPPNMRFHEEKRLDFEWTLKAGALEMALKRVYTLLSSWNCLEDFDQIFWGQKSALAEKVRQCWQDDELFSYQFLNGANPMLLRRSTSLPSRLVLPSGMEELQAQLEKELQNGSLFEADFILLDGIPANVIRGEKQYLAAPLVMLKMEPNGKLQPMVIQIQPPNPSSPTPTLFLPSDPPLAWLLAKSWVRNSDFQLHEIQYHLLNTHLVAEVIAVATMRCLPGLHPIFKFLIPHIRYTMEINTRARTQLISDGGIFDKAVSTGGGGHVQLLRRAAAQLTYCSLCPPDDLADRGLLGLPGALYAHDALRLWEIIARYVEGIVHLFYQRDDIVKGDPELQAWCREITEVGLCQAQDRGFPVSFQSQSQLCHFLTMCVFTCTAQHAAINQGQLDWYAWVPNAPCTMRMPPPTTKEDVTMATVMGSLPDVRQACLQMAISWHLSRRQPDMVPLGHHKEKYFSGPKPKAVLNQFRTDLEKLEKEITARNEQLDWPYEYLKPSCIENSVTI
#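 Purified human 12hLO (150 nM final) in 25 mM Hepes, 0.01% Triton X-100, pH 7.0 was preincubated 15 min at room temperature with compound. Then 40 uM arachidonic acid was added, 30 min. Hydroperoxide was read by Fe-XO absorbance ratio 573/405 nm.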
# Numbers without * were called inactive; ? = inconclusive; [ ] = another dose, or the depositor's remark. % is scaled to controls: 0 for no effect and ±100 for the full control effect; potency is read from the fitted curve at half-maximal effect.
12-LOX inh	mol
14.4%	COc1ccc(CNC(=O)C[C@@H]2[C@H](O)CCC3[C@](C)(CO)[C@H](OC(=O)NC4CCCCC4)CC[C@]32C)cc1 (stereo partly drawn)
31.6%	COC(=O)CCNC(=O)C1CCN(c2ncnc3sc4c(c23)CCC4)CC1
8.4%	CNC(=O)[C@@H]1CN(Cc2ccc(Cl)c(F)c2)C[C@H]1CO
6.5%[6.33 µM]	O=C(N1CCN(c2ncccn2)CC1)C1(c2ccc(Cl)cc2)CCOCC1
-7.0%	Cc1cc2c(cc1C)-n1nnnc1C(N(Cc1ccccc1)Cc1ccccc1)C(=O)N2 (stereo not drawn)
-0.6%	N#CCCC(C#N)Cn1nc(-c2ccc(F)cc2)c2ccccc2c1=O (stereo not drawn)
1.9%	C[C@H]1[C@@H]2[C@@H](O)C([C@H](C)C(=O)NC3CCCC3)CC[C@@]2(C)CC[C@@H]1NC(=O)c1ccc(C#N)cc1 (stereo partly drawn)
-2.8%[176 µM]	CC(=O)c1ccc(NC(=O)N[C@H]2CO[C@H]3[C@@H]2OC[C@H]3OC(=O)NC2CCCCC2)cc1
-5.0%	COc1cccc(C(=O)N[C@H](C(=O)N2CCC[C@H]2C(=O)NCCc2ccccc2Cl)c2ccccc2)c1
54.8%[activator]	CCCC1CCN(C(=O)c2coc(COc3ccc4ccc(OC)cc4c3)n2)C1 (stereo not drawn)
-10.3%	CCc1ccc(-c2cc3c(=O)[nH]nc(SCC(=O)NC(C)C)n3n2)cc1
45.2%[activator]	O=C(NCCCN1CCCC1=O)C1CCCCC1
-26.6%	CCn1ccc2cc(S(=O)(=O)N3CCC(C(=O)NCCN4CCCCC4)CC3)ccc21
5.4%	CNC(=O)[C@@H]1CN(C(=O)CCn2cccn2)C[C@H]1COC
22.4µM*	O=S(=O)(NC[C@H]1O[C@@H](CO)[C@@H](O)[C@H]1N1CCN(c2ccccc2)CC1)c1ccc(F)cc1

# Of the compounds above, these contain nitrogen in an aromatic ring.
12-LOX inh	mol
31.6%	COC(=O)CCNC(=O)C1CCN(c2ncnc3sc4c(c23)CCC4)CC1
6.5%[6.33 µM]	O=C(N1CCN(c2ncccn2)CC1)C1(c2ccc(Cl)cc2)CCOCC1
-7.0%	Cc1cc2c(cc1C)-n1nnnc1C(N(Cc1ccccc1)Cc1ccccc1)C(=O)N2 (stereo not drawn)
-0.6%	N#CCCC(C#N)Cn1nc(-c2ccc(F)cc2)c2ccccc2c1=O (stereo not drawn)
54.8%[activator]	CCCC1CCN(C(=O)c2coc(COc3ccc4ccc(OC)cc4c3)n2)C1 (stereo not drawn)
-10.3%	CCc1ccc(-c2cc3c(=O)[nH]nc(SCC(=O)NC(C)C)n3n2)cc1
-26.6%	CCn1ccc2cc(S(=O)(=O)N3CCC(C(=O)NCCN4CCCCC4)CC3)ccc21
5.4%	CNC(=O)[C@@H]1CN(C(=O)CCn2cccn2)C[C@H]1COC

# The list goes on:
12-LOX inh	mol
?	Cc1ccc(-c2n[nH]c(=O)c3ccccc23)cc1S(=O)(=O)NC(C)C
1.1%[176 µM]	CC(=O)Nc1ccc(S(=O)(=O)N2CC[C@H](c3nnc(C)o3)C2)cc1
3.3%	CCCOC(=O)C(C)Oc1ccc2c(=O)c(-c3ccccc3Cl)coc2c1 (stereo not drawn)
?	COc1ccc(CNC(=O)C[C@@H]2C[C@@H](C(C)C)[C@H](CNC(C)=O)C=C2C)cc1
41.5%[activator]	O=C(N[C@@H]1CN(C(=O)Cn2c(=O)oc3ccccc32)CC[C@@H]1CO)C1CC1
6.5%[176 µM]	Fc1cc(Nc2ncc(-c3cccnc3)c3c2OCC3)cc(N2CCOCC2)c1
?	COc1ccc(Cn2c(C3CCN(C(=O)c4ccc(Cl)cc4)CC3)n[nH]c2=O)cc1
7.0%	O=C(Nc1ccc(Nc2ccccc2)nc1)c1cccc[n+]1[O-]
-3.0%	Cc1noc(C)c1C(=O)NCC(=O)N1CCCCCCNC(=O)CC1c1ccccc1 (stereo not drawn)
?	CN(C)C(=O)c1cccc(-c2cccc(-c3nc(C(=O)NCc4ccccc4)cc4c3[C@H](CCO)N(S(=O)C(C)(C)C)C4)c2)c1 (stereo partly drawn)
8.2%	Cc1ccc(C(=O)CSc2nnnn2C)cc1C
-8.3%[176 µM]	CNC(=O)C1(N2CCC[C@H]2C(=O)NCCNC(C)=O)CCCCC1
10.4%	CCC(=O)N1CC(=O)N(CC)C2(CCOCC2)C1
4.2%	CC(=O)N1CCN(c2ncnc3c2CN(C2CCC2)C(=O)CN3C)CC1
-13.9%	COCCN(CC(=O)NC(=O)NCC(F)(F)F)Cc1ccccc1

# Next section; it opens with the 3 that closed the last part.
12-LOX inh	mol
10.4%	CCC(=O)N1CC(=O)N(CC)C2(CCOCC2)C1
4.2%	CC(=O)N1CCN(c2ncnc3c2CN(C2CCC2)C(=O)CN3C)CC1
-13.9%	COCCN(CC(=O)NC(=O)NCC(F)(F)F)Cc1ccccc1
17.5%	CCCCn1nnnc1C(c1cc2ccccc2o1)N1CCN(CCN(C)C)CC1 (stereo not drawn)
?	N#C/C(=C/c1ccc(-c2ccccc2C#N)o1)c1ccc(F)cc1
?	O=C1Nc2ccccc2C1=NN=Cc1ccco1
-56.7%	CC(=O)N1CCN(C(=O)Cn2c(-c3ccccc3)cc3ccccc32)CC1
2.9%	O=C(Nc1ccccc1Cl)c1cnc2ccccc2n1
63.9%[activator]	CCc1noc(-c2cccn3c(CNC(=O)CCC4CCCC4)nnc23)n1
7.7%	COc1cccc(CNC(=O)CN2C(=O)NC3(CCOCC3)C2=O)c1OC
-4.8%	O=c1c(-c2ccccc2)nnc2sc(-c3cccc(F)c3)nn12
-35.1%	COc1ccc2c(c1)C(NC(=O)c1cn(CCN)nn1)CC(C)(C)O2 (stereo not drawn)
15.5%[176 µM]	Cc1cnc(C)c(N2CCC(COc3cnc4c(ccn4CC(N)=O)c3)CC2)n1
12.6µM*	O=C(Nc1ccc2nc(N3CCN(C4CCCCC4)CC3)cc(C(=O)O)c2c1)c1ccc(Cl)cc1
?	COc1cccc(/C=C/C(=O)c2ccc(O)cc2)c1
25.3%	O=C(Cn1ccn2nc(-c3ccc(F)cc3)c(CO)c2c1=O)NCc1ccc(Cl)cc1
?	CCOc1ccc(CNCc2cccs2)cc1OC
12.2%	CCCCn1c(NCc2cc(C)ccc2O)nc2ccccc21
?	O=C(c1ccccc1)N1CCC(n2cc(-c3nc(C4CC4)no3)nn2)C1 (stereo not drawn)
-10.1%	COc1ccc(C(=O)NC2CCN(c3cc(C(F)(F)F)nc(C)n3)CC2)c(C)c1
-3.2%	O=C(NCc1ccccc1)[C@@H]1CCCN1C(=O)[C@@H]1CCCN1C(=O)c1cccs1
1.9%	COc1cccc(CNC(=O)c2c(OC)cc(=O)n3c2CCN(C(=O)C2CC=CCC2)CC3)c1 (stereo not drawn)
-5.1%	Cc1cc(C)c2oc(C(=O)N(Cc3ccco3)c3ccccn3)cc(=O)c2c1
?	N#Cc1ccc(S(=O)(=O)N2CCCCCNC(=O)CC2c2ccccc2)cc1 (stereo not drawn)
3.3%	Cc1occc1-c1nnc(SCC(=O)NC(C)C)o1
0.9%[6.33 µM]	O=C(Nc1ccc(Cl)cc1)N1CCC(c2nnc3n2C(C(=O)N2CCN(c4ncccn4)CC2)CC3)CC1 (stereo not drawn)
?	COc1ccc(C(=O)N2CCC(c3n[nH]c(=O)n3-c3ccc(C)cc3)CC2)cc1F
32.4%	O=C1CSc2ccc(C(=O)Nc3cccc4cccnc34)cc2N1
?	CC(=O)c1cccc(NC(=O)c2ccccc2SC(C)C)c1
?	NCc1ccc(-c2cc(C(F)(F)F)ccc2Cl)cc1
-3.2%	CCN1C(=O)CCc2cc(NS(=O)(=O)CC)ccc21
20.6%	Cc1cc(C)c(NC(=O)Cn2cnc3c2c(=O)n(C)c(=O)n3C)c(C)c1
?	CN(C)CCNC(=O)c1nc2nc(-c3ccccc3)c(-c3ccccc3F)cc2n1C
9.8%	COc1cc(OC)cc(C(=O)N2CCC3(CC2)N=C(c2ccc(Cl)cc2)NO3)c1
3.2%	Cc1nc(Nc2nc3ccccc3s2)ncc1C(=O)Nc1cccc(C(F)(F)F)c1
4.5%	O=C(COc1ccc(-c2nnc3n2CCCC3)cc1)Nc1ccc(Br)cc1
?	Cc1cnc(C)c(N2CCN(CC3(O)CCNC3)CC2)n1 (stereo not drawn)
52.6%[activator]	COCC1CN(C(=O)c2ccc(OC)nc2OC)CC12CCNCC2 (stereo not drawn)
-5.8%	O=C1CC(c2ccccc2O)Cc2nc(N3CCN(c4cccc(C(F)(F)F)c4)CC3)ncc21 (stereo not drawn)
10.8%	Cc1cccc(CNC(=O)c2sc(=O)n(Cc3ccc(S(C)(=O)=O)cc3)c2C)c1
51.8%[activator]	CC(=O)Nc1cc(C(=O)NC2CCCCC2)c2ccc(C)nc2c1
-6.8%	O=C1CC(c2cccc(Cl)c2)c2cc(Br)c3ccccc3c2N1 (stereo not drawn)
?	Cc1cccc(OCCN2CCC(CO)CC2)c1
15.2%	CS(=O)(=O)N(C1CCOCC1)C1CN(C(=O)Nc2ccccc2)C1
32.8%	CNC(=O)CCC[C@@H]1[C@H]2CCCN3CCC[C@@H](CN1C(=O)CCOC)[C@@H]23
-3.1%	CCNC(=O)c1cccnc1OC1CCN(C(=O)CC2CCCCC2)C1 (stereo not drawn)
3.8%	CCOC(=O)C1(C)CCN1C(=O)c1cc(C)oc1C (stereo not drawn)
35.8%[activator]	COC(=O)c1ccc(/C=N/OCCOc2ccccc2Cl)cc1
-20.3%[176 µM]	CN1CCC(Nc2ccc3c(n2)CN(Cc2ccc(F)cc2)C(=O)CO3)CC1
?	CCOc1ccccc1OCc1nn2c(C(C)C)nnc2s1
10.2%	Cc1ccc(C)c(S(=O)(=O)N2[C@@H]3CC[C@H]2CC(NC(=O)c2ccc(F)cc2)C3)c1 (stereo partly drawn)
?	Cn1nc2c(c1NC(=O)Cn1nc3c(cc1=O)CCCCC3)CSC2
61.9%[activator]	COCCC(=O)N1CCc2nnc([C@@H]3C[C@@H](O)CN3C(C)C)n2CC1
?	O=C(O)CCCCC(CCSCc1ccccc1)SCc1ccccc1 (stereo not drawn)
27.2%	COc1cccc([S+](=O)([O-])N2CCC3(CC2)CNC(=O)c2ccccc2O3)c1
?	CC(=O)c1ccc(OCC(=O)c2ccc3c(c2)OCO3)cc1
?	O=C(O)Cn1cc(C(C(=O)O)N2CCN(Cc3cccc(Cl)c3)CC2)c2ccc(F)cc21 (stereo not drawn)
16.1%	NC(c1csc(Nc2ncccn2)n1)c1ccccc1Cl (stereo not drawn)
?	CCc1c(C)sc(NC(=O)C(C)(C)C)c1C#N
-3.0%	O=C1C(CCc2ccccc2)ON=C(c2cnccn2)N1Cc1ccc(F)cc1 (stereo not drawn)
24.2%	CC[C@@]1(C(=O)O)C[C@H](C(=O)NCc2ccccn2)[C@H](c2ccc(OC)cc2)N1C
?	C=C(C)CN(CC)C(=O)c1c(C)oc2c1CN(Cc1cccc(F)c1)CC2
?	Cc1ccccc1C(=O)NC1(C(F)(F)F)N=C(c2ccccc2)N(Cc2ccco2)C1=O (stereo not drawn)

# Further records
12-LOX inh	mol
-28.1%	COCCCn1c(C(=O)Nc2ccc3c(c2)OCO3)cc2c(=O)n3cccc(C)c3nc21
-1.5%	Cc1ccc(C)c(-n2cc(CN(C)CCO)c(-c3ccccc3)n2)c1
36.8%[activator]	CCn1cnnc1-c1nn(C)c2c1CN(C(=O)C(C)c1ccccc1)CC2 (stereo not drawn)
6.4%	N#Cc1cccc(CNCC(c2ccccc2)N2CCCC2)c1 (stereo not drawn)
?	CCCn1nc(C(=O)Nc2nc3ccccc3s2)c2ccccc2c1=O
-32.7%	O=C1C2C3c4ccccc4C(C(=O)O)(c4ccccc43)C2C(=O)N1c1ccccc1C(F)(F)F (stereo not drawn)
?	C[C@H](NC(=O)C(c1ccccc1)c1ccccc1)C(=O)O
7.5%	CNC(=O)[C@@H]1CN(C(=O)Cc2ccsc2)C[C@H]1c1n[nH]c(C)n1
-13.5%	Cc1cc2oc(=O)cc(CN(Cc3ccccc3)Cc3ccccc3)c2cc1Cl
20.3%	COc1ccc(CN(C(=O)COc2ccc(C)cc2)c2ccccn2)cc1OC
79.0%[activator]	Cc1nc(C(=O)N2CCOc3c(O)cc(-c4cccc(Cl)c4)cc3C2)cs1
17.8%	COc1cc(NC(=O)COc2coc(CN3CCSCC3)cc2=O)cc(OC)c1
-0.1%	COc1cc(-c2ccc(-c3nc(CC(C)C)no3)cn2)cc(OC)c1OC
-3.9%	Cc1ccc(C)c(S(=O)(=O)Nc2ccc(S(=O)(=O)C3CCCC3)cc2)c1
-5.3%	COc1ccc(OC)c(CNC(=O)c2cccc3c2CCN3C(=O)c2ccc(F)cc2)c1
-4.9%	COc1ccc(CNC(=O)C[C@@H]2CCNC[C@@H]2Cc2cc(-c3ccc(OC)cc3)on2)cc1
23.9%	COc1ccc(Cc2nc3c4c(C)c(C)n(CCN(C)C)c4ncn3n2)cc1OC
?	CC1(C(=O)NS(=O)(=O)c2cccc(C#N)c2)CCN1C(=O)CCc1ccccc1 (stereo not drawn)
73.1%[activator][176 µM]	C=CCNC(=O)c1cccn2cncc12
?	Cc1cccc2nc(COc3ccc4ccc(=O)oc4c3)cc(=O)n12
28.7%	CC(C)CNC(=O)NCC1Cn2cccc2C(=O)N1Cc1ccccc1 (stereo not drawn)
?	Cn1nc(C(=O)Nc2cc(-c3cccc(Cl)c3)no2)c2c1-c1ccccc1OC2
-0.5%	Cc1ccsc1/C=C(\C#N)C(=O)NC1CC1
?	Cc1ccc2c(c1)C(C[C@H]1CN(C(=O)C3CCCC3)CC[C@H]1CC(=O)O)=NCC2
18.9%	CN(C)c1ncccc1CNC(=O)c1ccc2c(c1)CCC(=O)N2

# Not all compounds are listed; rates above refer to the full screens.
